High-throughput results as filed in PubChem.
PLAP inhibition – inhibition of human placental alkaline phosphatase – biochemical, luminescence, HTS (AID 690) | purified PLAP, luminescent substrate; higher % means a stronger effect | inhibition, % at 20 µM, or IC50 in µM where a hit was titrated | 96,000 compounds, 0.08% hits; in the data active = a potency from the dose series; inactive = the rest, 99 in 100 with inhibition below about 30%; also: strong numbers were not always called active
MRP reversal – compounds reversing MRP-mediated drug resistance | differential viability (reversal), % at 10 µM | 85,000 compounds, 0.04% hits | H69AR cells + 2 uM doxorubicin, CellTiter-Glo, 72 h;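 active = viability drop by adding the cancer drug above about 55%, with treated viability meeting a 40% cutoff, limit read from the data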;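 also: viability without doxorubicin minus viability with 2 µM doxorubicin for each compound; larger differential means the compound sensitizes cells more to doxorubicin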
Bcl-B displacement – displacers of TR3 peptide from Bcl-B, primary screen, selectivity assay for Bfl-1 inhibitor project, biochemical, fluorescence polarization; FP displacement of FITC-TR3 peptide from Bcl-B; higher % means a stronger effect; one-dose displacement, % at 20 µM; IC50 in µM for titrated hits; 96,000 compounds, 0.11% hits;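 active = displacement above 50% at 20 µM plus a fluorescence interference ratio under 1.5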;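 also: plate controls were wells without compound for no effect and wells lacking Bcl-B protein for full effect; a part of the inactive calls stands beside numbers as strong as those of hits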
IL1B NFkB inh – blocks IL-1B driven NFkB nuclear translocation in HUVEC cells | HUVEC IL-1B NFkB p65 nuclear translocation imaging | inhibition, % at 2 µM | 94,000 compounds, 0.43% hits | AID 796;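 active = inhibition above about 30% together with a positive call from visual inspection of the well image, limit read from the data; inconclusive = inhibition above a set limit but visual check negative; inactive = inhibition not above a set limit, visual check negative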;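 also: nuclear over cytoplasmic p65 intensity ratio measured by imaging; 0% = IL-1B stimulated DMSO wells and 100% = unstimulated DMSO wells; values of inactives mirror those of a sister screen read the other way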
IL1B NFkB pot – enhances IL-1B driven NFkB nuclear translocation; 94,000 compounds, 0.3% hits; HUVEC IL-1B NFkB p65 nuclear translocation imaging; activation, % at 2 µM;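 active = activation above 40%, about the mean plus 3 SD, also judged a hit on visual image review; inconclusive = activation above 40% but not a hit on visual review; inactive = activation not above 40% and no visual hit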;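 also: percent activation is computed from the nuclear over cytoplasmic p65 intensity ratio; values of inactives mirror those of a sister screen read the other way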
MRP reversal cytotoxicity – second read-out of MRP reversal, no call of its own (marks repeat the call); viability, %; H69AR cells, CellTiter-Glo, 72 h; measured here: cytotoxicity without doxorubicin
MRP reversal with doxorubicin – further read-out of MRP reversal, marked with its call; viability, %; measured here: viability with 2 uM doxorubicin; hits give low values
IL1B NFkB inh cell count 2 µM – also measured in IL1B NFkB inh; calls as there; cell count; measured here: cells passing quality filter;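 raw number of nuclei counted in each imaged well without normalization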
IL1B NFkB pot cell count 2 µM – further read-out of IL1B NFkB pot, marked with its call; cell count; measured here: cells passing quality filter
Starred values were filed as active, the others as inactive; ? = inconclusive; nt = not tested or not shown.

SMILES	IL1B NFkB pot	MRP reversal	MRP reversal with doxorubicin	PLAP inhibition	IL1B NFkB inh cell count 2 µM	Bcl-B displacement	IL1B NFkB pot cell count 2 µM	MRP reversal cytotoxicity	IL1B NFkB inh
Cc1n[nH]c(=S)n1/N=C/c1ccc(Br)o1	-39	nt	nt	-2%	nt	-6%	140	nt	?
O=C(CSc1nnc(-c2ccc(F)cc2)o1)Nc1ccccc1N1CCOCC1	?	12	75	nt	129	nt	nt	88	-43
c1cncc(Nc2nc(-c3cccnc3)cs2)c1	nt	-11	63	14%	nt	-7%	nt	51	nt
COc1ccc(CNC(=O)C2CCC(CNc3c(N4CCOCC4)c(=O)c3=O)CC2)cc1 (stereo not given)	-1	nt	nt	2%	178	1%	178	nt	1
CCOC(=O)CN(C(=O)CSc1nnc(CNc2ccc(F)cc2)n1CC)c1ccc(F)cc1	4	15	80	-51%	66	8%	66	95	-4
CCCN(CCC)C(=O)Cn1c(=O)n(CCC(=O)NCCc2ccccc2)c(=O)c2ccccc21	nt	11	79	-38%	nt	1%	nt	90	nt
Cc1ccc2cc(CN(CCO)Cc3nnnn3Cc3ccc(F)cc3)c(=O)[nH]c2c1	4	-2	88	-47%	91	16%	91	86	-4
Cc1ccc(C(C(=O)NC2CCCCC2)N(C(=O)Cc2c[nH]c3ccccc23)c2ccccc2)o1 (stereo not given)	3	nt	nt	-22%	107	-92%	107	nt	-4
CCCC1(c2ccccc2)NC(=O)N(CC(=O)Nc2sc(-c3ccccc3)cc2C(=O)OCC)C1=O (stereo not given)	5	-3	36	2%	81	-6%	81	34	-5
COc1ccc(C2CC(C(F)(F)F)n3ncc(C(=O)Nc4cccc(O)c4)c3N2)cc1OC (stereo not given)	9	nt	nt	-12%	118	-2%	118	nt	-9
CN(CC(=O)Nc1cccnc1)S(=O)(=O)c1cc(Cl)ccc1Cl	0	9	76	29%	132	-6%	132	84	0
COc1cccc(/C=N/n2c(-c3ccco3)nc3ccccc3c2=O)c1	17	-18	77	nt	114	nt	114	59	-17

(listing goes on)
SMILES	IL1B NFkB pot	MRP reversal	MRP reversal with doxorubicin	PLAP inhibition	IL1B NFkB inh cell count 2 µM	Bcl-B displacement	IL1B NFkB pot cell count 2 µM	MRP reversal cytotoxicity	IL1B NFkB inh
CC(C)(C)C(=O)/C(=C\c1ccc([N+](=O)[O-])cc1)n1cncn1	-69	11	95	nt	50*	nt	50	107	69*
O=C(NCC(c1cccs1)N1CCOCC1)c1ccco1 (stereo not given)	18	0	64	10%	121	-7%	121	64	-18
Cc1cccc(N(Cc2nnc3n2CCCCC3)C(=O)Nc2ccccc2)c1	24	-3	99	1%	186	3%	186	96	-24
COc1ccc(NC(=O)c2ccccc2NC(=O)CSc2ccc(Cl)cc2)cc1	-10	nt	nt	15%	118	2%	118	nt	10
CN(c1ccc(C(=O)NCc2ccncc2)cc1)S(C)(=O)=O	?	6	88	-22%	147	-13%	nt	94	-54
Cn1cccc1C(=O)NS(=O)(=O)c1ccccc1Cl	4	0	98	nt	103	nt	103	98	-4
Oc1ccc(-c2nc3ncccn3c2Nc2ccc3c(c2)OCCO3)cc1	6	32	45	10%	66	4%	66	77	-6
O=C(COC(=O)C1CC1)Nc1ccc(OC(F)F)cc1	7	nt	nt	0%	152	5%	152	nt	-6
N#C/C(=C\C1CC=CCC1)c1nc2ccccc2[nH]1 (stereo not given)	5	nt	nt	18%	134	-17%	134	nt	-5
COc1ccc(S(=O)(=O)N(CC(C)C)CC(C)C)c2cccnc12	10	-5	84	-64%	71	7%	71	79	-10
Cc1cccc(NC(=O)CSc2nnc(-c3ccco3)o2)c1	-5	24	72	-101%	79	8%	79	96	5
CCC(=O)N1CCN(CCN=CC2=C(O)CC(C)(C)CC2=O)CC1	11	10	96	2%	179	-4%	179	106	-11

Remaining list, next part.
SMILES	IL1B NFkB pot	MRP reversal	MRP reversal with doxorubicin	PLAP inhibition	IL1B NFkB inh cell count 2 µM	Bcl-B displacement	IL1B NFkB pot cell count 2 µM	MRP reversal cytotoxicity	IL1B NFkB inh
Cc1oc(CC(C)C)cc1C(=O)Nc1cccc2ccccc12	13	-7	108	14%	66	-3%	66	100	-13
Cc1ccc(C(=O)Nc2cccc(C(=O)O)c2)cc1S(=O)(=O)N1CCOCC1	26	6	98	4%	62	-10%	62	104	-26
Brc1ccc(-c2nnc(-c3ccccc3Br)o2)cc1	nt	11	83	-20%	nt	-2%	nt	93	nt
CCOC(=O)c1cc(C)n(-c2c(C)n(C)n(-c3ccccc3)c2=O)c1C	nt	8	96	-21%	nt	1%	nt	104	nt
Cc1nc2cc(CO)ccc2s1	2	12	85	-6%	158	9%	158	97	-2
CCOc1ccccc1-c1nc(-c2ccc(NC(=O)Cc3ccccc3OC)cc2)no1	12	11	79	-45%	128	-4%	128	90	-12
CCN(c1ccc(NC(=O)COC(=O)c2cccs2)cc1)C(C)C	13	nt	nt	23%	155	10%	155	nt	-13
COc1ccc(CNC(=O)CCNS(=O)(=O)c2ccc(C)cc2)cc1	9	nt	nt	6%	177	-4%	177	nt	-9
Cc1[nH]nc(N=CC2=C(O)CC(c3ccco3)CC2=O)c1-c1ccc(Cl)cc1 (stereo not given)	-10	6	15	-8%	146	7%	146	22	10
COC(=O)c1c(-c2cccs2)csc1NC(=O)CN1CCOCC1	13	-11	75	-51%	120	-18%	120	64	-13
CC1Cc2ccccc2N1C(=O)CSc1nnc(-c2ccc(S(=O)(=O)N3CCCC3)cc2)o1 (stereo not given)	-2	6	88	-56%	91	2%	91	93	2
Cc1nc(C)c(-c2csc(NCc3ccccc3)n2)s1	-2	1	86	-94%	122	4%	122	87	2

The list continues:
SMILES	IL1B NFkB pot	MRP reversal	MRP reversal with doxorubicin	PLAP inhibition	IL1B NFkB inh cell count 2 µM	Bcl-B displacement	IL1B NFkB pot cell count 2 µM	MRP reversal cytotoxicity	IL1B NFkB inh
C=CCn1c(SCC(=O)Nc2cc(C)ccc2C)nnc1-c1cnccn1	-4	11	91	-10%	120	-9%	120	102	4
CCc1c(C)nc2cc(-c3ccc(OC)cc3)[nH]n2c1=O	nt	-13	87	-6%	nt	-6%	nt	75	nt
Cc1cc(OCC(=O)N2CCOCC2)ccc1NC(=O)C1CCCCC1	nt	-2	93	17%	nt	-9%	nt	91	nt
O=C(Nc1nnc(CCc2ccccc2)s1)c1ccco1	-10	3	93	7%	67	-6%	67	96	10
CN1CCN(CCCCC(=O)c2ccccc2)CC1	26	7	84	16%	182	-10%	182	90	-26
FC(F)(F)c1cc(-c2ccco2)nc(N2CCN(Cc3ccccc3)CC2)n1	-3	nt	nt	-22%	105	6%	105	nt	3
O=C1NC2(CCOc3ccccc32)C(=O)N1CC(=O)N(Cc1ccccc1)C1CCS(=O)(=O)C1 (stereo not given)	7	4	88	-50%	145	4%	145	92	-7
CC(Oc1cc(-c2ccccc2)cc2ccccc12)C(=O)N1CCOCC1 (stereo not given)	16	-32	68	-37%	186	-11%	186	36	-16
O=c1c2c(n3cnnc3n1-c1ccccc1)-c1ccccc1CC21CCCCC1	?	nt	nt	-17%	152	-2%	nt	nt	-85
COc1ccc(NC(=O)C2CCN(c3cc(-c4ccccc4)nc4ncnn34)CC2)cc1OC	7	21	28	-49%	157	6%	157	49	-7
CCC(=O)Nc1nc2nc(C)cc(=O)n2[nH]1	-3	nt	nt	-2%	109	27%	109	nt	3
O=C(CSCc1ccccc1)N1CCN(c2cccc(C(F)(F)F)c2)CC1	11	33	67	-64%	212	-44%	212	99	-11

Four of these compounds, reformatted.
C=CCn1c(SCC(=O)Nc2cc(C)ccc2C)nnc1-c1cnccn1
- IL1B NFkB pot = -4
- MRP reversal = 11
- MRP reversal with doxorubicin = 91
- PLAP inhibition = -10%
- IL1B NFkB inh cell count 2 µM = 120
- Bcl-B displacement = -9%
- IL1B NFkB pot cell count 2 µM = 120
- MRP reversal cytotoxicity = 102
- IL1B NFkB inh = 4
CN1CCN(CCCCC(=O)c2ccccc2)CC1
- IL1B NFkB pot = 26
- MRP reversal = 7
- MRP reversal with doxorubicin = 84
- PLAP inhibition = 16%
- IL1B NFkB inh cell count 2 µM = 182
- Bcl-B displacement = -10%
- IL1B NFkB pot cell count 2 µM = 182
- MRP reversal cytotoxicity = 90
- IL1B NFkB inh = -26
FC(F)(F)c1cc(-c2ccco2)nc(N2CCN(Cc3ccccc3)CC2)n1
- IL1B NFkB pot = -3
- MRP reversal = nt
- MRP reversal with doxorubicin = nt
- PLAP inhibition = -22%
- IL1B NFkB inh cell count 2 µM = 105
- Bcl-B displacement = 6%
- IL1B NFkB pot cell count 2 µM = 105
- MRP reversal cytotoxicity = nt
- IL1B NFkB inh = 3
O=C(Nc1nnc(CCc2ccccc2)s1)c1ccco1
- IL1B NFkB pot = -10
- MRP reversal = 3
- MRP reversal with doxorubicin = 93
- PLAP inhibition = 7%
- IL1B NFkB inh cell count 2 µM = 67
- Bcl-B displacement = -6%
- IL1B NFkB pot cell count 2 µM = 67
- MRP reversal cytotoxicity = 96
- IL1B NFkB inh = 10

Continuation.
SMILES	IL1B NFkB pot	MRP reversal	MRP reversal with doxorubicin	PLAP inhibition	IL1B NFkB inh cell count 2 µM	Bcl-B displacement	IL1B NFkB pot cell count 2 µM	MRP reversal cytotoxicity	IL1B NFkB inh
O=C(NCc1ccco1)C1CCCN(S(=O)(=O)c2ccccc2)C1 (stereo not given)	14	12	85	25%	183	0%	183	97	-14
Cc1ccc(/C=C/C(=O)c2c(C)cc(C)[nH]c2=O)cc1	-8	nt	nt	12%	113	0%	113	nt	8
Cn1c(-c2ccc(F)cc2)cnc1NCc1cccc(F)c1	14	-17	53	7%	138	0%	138	36	-14
Cc1cccc(N2CCN(C(=O)Cc3cn(C)c4ccccc34)CC2)c1C	nt	-52	70	-75%	nt	22%	nt	18	nt
COc1cc(C)nc(N2CCCC(C(=O)NC3CCC(C)CC3)C2)n1 (stereo not given)	nt	-7	86	4%	nt	3%	nt	79	nt
N#Cc1nc(COc2ccc(F)cc2)oc1NCCN1CCOCC1	-9	17	92	-29%	143	2%	143	109	9
CNc1ccc(Br)cc(C(=O)/C=C/c2cc(OC)ccc2OC)c1=O	10	-1	1	nt	173	nt	173	1	-10
CCN(C(=O)COc1ncnc2ccc(Br)cc12)C1CCS(=O)(=O)C1 (stereo not given)	10	1	99	1%	154	5%	154	100	-10
Cc1cc(C)nc(N2CCCC(C(=O)NC(C)CCc3ccco3)C2)n1 (stereo not given)	-6	13	88	-50%	95	4%	95	101	6
NS(=O)(=O)c1ccc(Nc2nc(-c3ccc4ccccc4c3)cs2)cc1	20	-4	36	13%	180	-11%	180	32	-20
Cc1ccc(CN(C#N)c2nc(C)cc(C)n2)cc1	12	23	77	15%	134	-12%	134	100	-12
c1cc(CSc2nnc(-c3ccc4c(c3)OCO4)o2)ccn1	24	-7	102	10%	100	-9%	100	95	-24
COc1ccc(C(=O)N[C@H]2COC(C)(C)O[C@H]2c2ccccc2)cc1	-14	14	88	-28%	75	5%	75	102	15

The list is partial; count on the stated rates, not on these rows.
